TRb-SRC2 inh: disrupts binding of human TR beta to SRC2; TRbeta-SRC2 peptide binding, fluorescence polarization; receptor liganded with 1 µM T3; P10828; Potency, µM (highest dose often 106 µM), for the others: at the top dose activity change, negative = inhibition, most hits filed as inhibitors; 280,000 compounds, 0.065% hits;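 further: plate controls were bound peptide for no effect and peptide without receptor for full effect; nearly all actives have a fitted effect of over 50% in size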
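Human TRb LBD (0.6 uM) plus Texas Red-labeled SRC2 peptide (20 nM), 1uM T3, 5% DMSO, 5 hr at ambient temperature. Decreased polarization (555/632 nm) flags inhibition; data normalized to free and bound peptide controls.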
Tau fibril FP: blocks human tau fibril formation measured by polarization. P10636. K18 P301L tau heparin fibrillization, Alexa594 FP, 6 h. Potency, µM (top dose mostly 57.7 µM), for the others: at the highest dose activity, negative = inhibition, hits mostly inhibitors. 280,000 compounds, 0.39% hits; further: on the % scale 0 is the no-effect control and ±100 the full control effect; nearly all actives have a fitted effect of over 55% in size
Target sequence (P10636 561-689 P618L limits assumed): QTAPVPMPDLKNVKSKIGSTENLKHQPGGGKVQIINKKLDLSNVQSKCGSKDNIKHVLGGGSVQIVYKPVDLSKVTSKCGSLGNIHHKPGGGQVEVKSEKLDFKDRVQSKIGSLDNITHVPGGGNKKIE
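Human K18 P301L fragment (15 uM unlabeled plus 0.24 uM Alexa 594-labeled) in 100 mM sodium acetate pH 7 with compound, aggregation induced by 20 uM heparin for 6 hr at 37 C. ThT (30 uM) added for 1 hr, then Alexa 594 FP read.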
L3MBTL1 inh: blocks human L3MBTL1 | 230,000 compounds, 0.66% hits | AID 485360 | Q9Y468 | Potency, µM (highest dose often 57.1 µM), for inactives: at the top dose activity, negative = inhibition, usual class: inhibitors | AlphaScreen L3MBTL1–H3K9me1 peptide binding; further: on the % scale 0 is the no-effect control and ±100 the full control effect; nearly all actives have a fitted effect of over 60% in size
Target sequence (Q9Y468 whole entry, looked up): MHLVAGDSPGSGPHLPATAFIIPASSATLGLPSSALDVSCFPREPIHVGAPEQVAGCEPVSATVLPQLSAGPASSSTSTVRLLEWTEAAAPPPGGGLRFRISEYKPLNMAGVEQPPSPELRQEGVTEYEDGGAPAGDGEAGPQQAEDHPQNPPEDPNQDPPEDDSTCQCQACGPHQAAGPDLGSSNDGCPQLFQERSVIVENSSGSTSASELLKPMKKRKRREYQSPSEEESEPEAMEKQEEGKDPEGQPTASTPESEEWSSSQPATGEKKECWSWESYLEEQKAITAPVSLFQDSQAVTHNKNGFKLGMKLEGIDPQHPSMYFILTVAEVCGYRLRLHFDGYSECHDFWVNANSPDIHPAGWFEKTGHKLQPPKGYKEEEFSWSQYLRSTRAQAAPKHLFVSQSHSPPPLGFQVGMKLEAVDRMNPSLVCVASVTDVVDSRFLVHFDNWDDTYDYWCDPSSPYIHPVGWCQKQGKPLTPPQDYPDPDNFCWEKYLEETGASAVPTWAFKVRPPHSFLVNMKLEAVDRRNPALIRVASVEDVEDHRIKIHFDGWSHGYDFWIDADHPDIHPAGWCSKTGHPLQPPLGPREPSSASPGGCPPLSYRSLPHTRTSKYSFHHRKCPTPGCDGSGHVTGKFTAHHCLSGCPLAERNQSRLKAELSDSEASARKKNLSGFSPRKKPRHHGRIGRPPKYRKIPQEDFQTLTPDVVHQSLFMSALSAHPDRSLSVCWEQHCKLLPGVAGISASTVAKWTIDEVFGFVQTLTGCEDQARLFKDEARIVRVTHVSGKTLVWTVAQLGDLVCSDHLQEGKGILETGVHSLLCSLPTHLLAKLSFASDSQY
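L3MBTL1 50 nM + b-AHA-H3(1-15)K9me1 75 nM, 30 min RT; compound added, 30 min RT; streptavidin donor/Ni-chelate acceptor beads 10 ug/mL each final, 30 min RT dark; AlphaScreen read.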
Tau ThT inhib: blocks human tau fibril formation measured by thioflavin T. 270,000 compounds, 2.1% hits. AID 1460. Potency, µM (doses to about 57.4 µM), inactives show at the highest dose activity, negative = inhibition, usual class: inhibitors. recombinant tau K18 P301L, heparin-induced fibrillization, ThT fluorescence; further: on the % scale 0 is the no-effect control and ±100 the full control effect; nearly all actives have a fitted effect of over 55% in size
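Fibril formation assay: tau K18 P301L at 15 uM with trace Alexa 594 label, heparin inducer 20 uM, pH 7 sodium acetate buffer, 37 C for 6 hr; endpoint ThT signal.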
RECQ1 inh: RECQ1 (human) helicase inhibition; P46063; RECQ1 DNA unwinding, red fluorescence kinetic read; Potency, µM (doses to about 57.3 µM), without a hit: top-dose activity, negative = inhibition, usual class: inhibitors; 240,000 compounds, 0.54% hits; AID 2549;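 further: plate controls were vehicle for no effect and no enzyme for full effect; nearly all actives have a fitted effect of over 30% in size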
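50 nM RECQ1T1 preincubated 15 min with compound in Tris pH 8.0 buffer with MgCl2, DTT, Tween-20 and 2.5 ug/ml poly(dI-dC); started with 200 nM TAMRA/BHQ-2 forked duplex and 2 mM ATP. Unwinding read as fluorescence (525/598 nm), two reads 2 h apart.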
Tau fluor counter: counter-screen for tau fibril formation inhibitors. tau K18 P301L (four-repeat tau fragment) Alexa594 fluorescence, heparin fibrillization. Potency, µM (doses to about 57.7 µM), for the others: top-dose activity change, negative = decrease. 280,000 compounds, 0.93% hits; further: on the % scale 0 is the no-effect control and ±100 the full control effect; nearly all actives have a fitted effect of over 55% in size
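Human K18 P301L tau (15 uM unlabeled plus 0.24 uM Alexa 594-labeled, final) in 100 mM sodium acetate pH 7 was mixed with compound and 20 uM heparin and incubated 6 hr at 37 C.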
HTT ATP protect: cytoprotection in Huntington HTT-Q103 PC12 cell model. PC12 HTT-Q103 induced, cytoprotection, ATP luminescence, 40 h. Potency, µM (doses to about 56.4 µM), for inactives: cytoprotection (ATP increase), hits mostly activators. 230,000 compounds, 0.14% hits. AID 1471;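 further: % of control where 0% means no effect; nearly all actives have a fitted effect of over 45% in size; toxic huntingtin expression switched on by the ecdysone agonist tebufenozide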
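ATP quantification (ATPlite) reports survival of PC12 cells in which tebufenozide, 100 nM final, switches on Htt exon 1 with 103 glutamines linked to GFP; compounds are titrated.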
TexasRed fluor: alters Texas Red total fluorescence, flagging assay interference | 280,000 compounds, 0.29% hits | Potency, µM (highest dose often 106 µM), inactives show at the top dose fluorescence change, negative = quenching | TRb/SRC2 Texas Red total fluorescence interference; active means well fitted curve in either direction with a large enough effect; inconclusive means small, poorly fitted or top-dose-only effect; further: on the % scale 0 is the no-effect control and ±100 the full control effect
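Human TRb ligand-binding domain at 0.6 uM with 20 nM Texas Red SRC2 peptide in Tris buffer containing 1 uM T3 and 5% DMSO, incubated with compound 5 h at ambient temperature. Total fluorescence (555/632 nm) calculated as parallel + 2 × perpendicular.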
The depositor's hits bear a star; i = inactive; u = inconclusive; x = no result given; [ ] = another dose, or the depositor's remark. Unless noted, the call rests on the fitted dose curve; in most records, active means well fitted curve in the direction sought with a large enough effect; inconclusive means small, poorly fitted or top-dose-only effect, or another doubt; inactive means no such curve, though single readings can be large; an effect the other way counts as inactive or inconclusive. Potency means the concentration at half of the fitted maximal effect.

SMILES | TRb-SRC2 inh | Tau fibril FP | L3MBTL1 inh | Tau ThT inhib | RECQ1 inh | Tau fluor counter | HTT ATP protect | TexasRed fluor
CC(C)OC(=O)CSc1nc(C(C)C)nc2ccccc12 | -5% | 6% | 0% | 5% | -10% | 6% | -12%[10 µM] | -3%
CCCCOc1ccc(/C=C/C(=O)Nc2ccc([N+](=O)[O-])cc2C)cc1 | 2% | 4% | -2% | -12% | 1% | -7% | 21%[10 µM] | 1%
O=C(NCCc1ccccc1)c1ccc2c(c1)CCN2S(=O)(=O)c1ccc(Cl)cc1 | 4% | -11% | x | -11% | x | u | x | -2%
Cc1cccc(-c2nsc(SCC(=O)Nc3nccs3)n2)c1 | -12% | -4% | -3% | -11% | -5% | -11% | 7% | -2%
Cc1ccc(CNS(=O)(=O)c2cc(Br)cc3c2N(C(=O)C2CC2)CC3)cc1 | 2% | -4% | x | -12% | x | -24% | x | 0%
O=C(CSc1ccc(F)cc1)N1CCC(c2nc3ccccc3s2)CC1 | 3% | 0% | -16% | 12% | -2% | 3% | -67%[inhibitor] | -4%
S=c1[nH]nc([C@@H]2C[C@H]2c2ccccc2)n1-c1ccccc1Cl | -4% | -3% | -4% | -14% | i | -20% | 4%[10 µM] | -1%
COc1ccc2c(c1)c1c(c(=O)n(-c3ccccc3C)c(=O)n1CC(N)=O)n2C | 5% | 9% | x | 13% | x | 9% | x | -3%
CCc1ccccc1NC(=S)N1CCNC(=O)C1CC(=O)OC (centres undefined) | 1% | 4% | -2% | 9% | 22% | 8% | -26% | 0%
O=[N+]([O-])c1ccc(Cl)cc1N1CCCCC1 | 2% | -5% | -8% | -5% | -2% | -6% | 10%[10 µM] | -1%

Reformatted tab-delimited: entries from further up
Molecule	TRb-SRC2 inh	Tau fibril FP	L3MBTL1 inh	Tau ThT inhib	RECQ1 inh	Tau fluor counter	HTT ATP protect	TexasRed fluor
CCCCOc1ccc(/C=C/C(=O)Nc2ccc([N+](=O)[O-])cc2C)cc1	2%	4%	-2%	-12%	1%	-7%	21%[10 µM]	1%
O=C(NCCc1ccccc1)c1ccc2c(c1)CCN2S(=O)(=O)c1ccc(Cl)cc1	4%	-11%	x	-11%	x	u	x	-2%
Cc1cccc(-c2nsc(SCC(=O)Nc3nccs3)n2)c1	-12%	-4%	-3%	-11%	-5%	-11%	7%	-2%

Reprinted at random: three compounds from above
SMILES | TRb-SRC2 inh | Tau fibril FP | L3MBTL1 inh | Tau ThT inhib | RECQ1 inh | Tau fluor counter | HTT ATP protect | TexasRed fluor
Cc1cccc(-c2nsc(SCC(=O)Nc3nccs3)n2)c1 | -12% | -4% | -3% | -11% | -5% | -11% | 7% | -2%
CCc1ccccc1NC(=S)N1CCNC(=O)C1CC(=O)OC (centres undefined) | 1% | 4% | -2% | 9% | 22% | 8% | -26% | 0%
CCCCOc1ccc(/C=C/C(=O)Nc2ccc([N+](=O)[O-])cc2C)cc1 | 2% | 4% | -2% | -12% | 1% | -7% | 21%[10 µM] | 1%

(next part)
SMILES | TRb-SRC2 inh | Tau fibril FP | L3MBTL1 inh | Tau ThT inhib | RECQ1 inh | Tau fluor counter | HTT ATP protect | TexasRed fluor
CN1/C(=C\C(=O)c2ccco2)C(C)(C)c2ccccc21 | -2% | 3% | 27% | u | -11% | 18% | -1%[10 µM] | 17%
O=c1c(Cl)c2oc3ccccc3nc-2c2ccccc12 | -3% | 2% | -24% | u | -1% | -24% | -59%[inhibitor][10 µM] | -2%
CCCCc1ccc(/C=C(\C#N)C(N)=S)s1 | -1% | 0% | -24% | u | -5% | u | -6%[10 µM] | -3%
COCCNS(=O)(=O)c1cc(C(=O)O)ccc1OC | -4% | u | x | -4% | -1% | -7% | 5% | -5%
CCCCN1CNC(=S)N(Cc2ccccc2)C1 | -2% | 1% | 0% | 1% | 0% | 3% | -2%[10 µM] | -23%
Cc1onc(-c2ccccc2)c1C(=O)Nc1cccc2nsnc12 | -1% | 4% | 17% | -5% | 0% | 3% | -4%[0.074 µM] | -2%
Cn1cc(SCC(=O)NCc2ccc3c(c2)OCO3)c2ccccc21 | -15% | 2% | -3% | -13% | -5% | -6% | -15%[10 µM] | -2%
COc1ccc(O[C@H]2C=C[C@@H](c3ccccc3)O[C@@H]2COC(=O)CC/C(C)=N/O[C@H](C)c2cn([C@@H]3COC[C@H]3O)nn2)cc1 | -1% | 5% | -17% | u | -21% | -7% | x | -2%
O=c1c2ccccc2oc2nc(C3CCCCC3)n(Cc3ccco3)c(=O)c12 | 2% | 4% | 6% | -6% | i | 6% | -10% | -1%
CC1(C)CC2(CC(C)(C(=O)CSc3nc4ccccc4s3)OC2=O)C(=O)O1 (centres undefined) | 4% | -15% | 0% | -15% | -5% | -17% | 3% | -3%
CCc1ccc(CN/C=C/C(=O)c2ccc(Br)cc2)cc1 | -4% | -2% | x | -23% | -10% | -27% | -5% | -5%
Cc1cccc(C2=NN(c3ccc(Br)cc3)[C@@H](C(=O)N3CCOC3=O)[C@@H]2c2ccccc2)c1 | -3% | 3% | 46%[activator] | -20% | -11% | u | -70%[inhibitor][40.3 µM] | 0%
COc1cccc(/C=N/NC(=O)c2cc3c(OC)cccc3[nH]2)c1OC | 5% | u | -4% | u | -12% | u | -3%[10 µM] | -2%
CCCc1ccc(-c2cc(NC(=O)CSc3n[nH]c(N)n3)n(-c3ccccc3)n2)cc1 | 5% | u | x | u | -15% | u | -92%[inhibitor] | -1%
Cc1nnc(Nc2ccc(Cl)cc2)s1 | -2% | 3% | x | x | -9% | -6% | 19%[10 µM] | -4%
CCOc1ccccc1O[C@@H](c1ccccc1)[C@@H]1CNCCO1 | -3% | -7% | x | -7% | -4% | -7% | -42%[inhibitor][1.9 µM] | -1%
CCOC(=O)c1ccc(NC(=O)CN2C(=O)C(C)SC(C)C2=O)cc1 (centres undefined) | 4% | -9% | 7% | -13% | -3% | -19% | 16%[10 µM] | -17%
CC(=O)Nc1ccccc1C(=O)C(=O)Nc1ccc(F)cc1 | -3% | 0% | 3% | -2% | -2% | 3% | -23% | 1%
O=C1CN2C(=Nc3ccc(Cl)cc3C2c2ccccc2)CN1 (centres undefined) | -8% | -11% | -14% | 3% | -8% | -2% | -8%[10 µM] | -1%
COc1ccccc1C1N(c2cc(Cl)ccc2OC)C(=O)C2CCCN21 (centres undefined) | 8% | -5% | 10% | 0% | -8% | 2% | -3% | -1%
O=C1N/C(=C/c2ccc(N3CCOCC3)cc2)C(=O)N1Cc1ccc(F)cc1 | 0% | u | -3% | u | i | -30% | -26% | -2%
Cc1cc(N/C=C/C(=O)c2cccs2)ccc1F | -4% | -5% | 10% | u | i | -26% | x | -6%
N#Cc1nc(COc2ccccc2Cl)oc1NCc1ccco1 | -6% | -7% | -12% | u | -4% | -18% | -22% | 0%
Cc1ccc(S(=O)(=O)N2CCC(C(=O)NCCc3ccccn3)CC2)cc1 | -2% | 4% | -1% | 5% | -3% | 6% | -24% | -6%
COc1ccc(CN(C(=O)CN2C(=O)COc3ccccc32)C2CCCC2)c(OC)c1 | -4% | -4% | x | -6% | i | -6% | -23% | -1%
COc1ccc2[nH]c3c(NCCN4CCCCC4)ncnc3c2c1 | 5% | 5% | -6% | -6% | -7% | -23% | -2% | -3%
CC1(C)c2ccccc2N2CC(=O)NC21/C=C/c1ccco1 (centres undefined) | -4% | u | -22% | u | -22% | u | 7%[0.074 µM] | 12%
CCOC(=O)C(C)Sc1nc(-c2ccccc2Cl)cc(-c2ccccc2)c1C#N (centres undefined) | -1% | -11% | x | -7% | x | -19% | x | 2%
Cc1ccc(-n2c(SCC(=O)Nc3ccc4cn[nH]c4c3)nnc2-c2ccco2)cc1 | 4% | -15% | 2% | -13% | -6% | -19% | 11% | 4%
C(=N\c1nccs1)/c1cccnc1 | 2% | -14% | -5% | -6% | 2% | -4% | -3%[10 µM] | -1%
Cc1cc(C)c(NC(=S)NCCCSC2CCCCC2)c(C)c1 | -4% | 2% | x | -17% | i | -16% | -43%[inhibitor] | -9%
CCC(=O)Nc1cc(C(=O)NCc2ccc(C)cc2)ccc1S(=O)(=O)c1ccc(C)cc1 | 4% | 0% | x | -3% | x | -12% | x | -2%
COc1ccc(Cc2nc3ccc(C(=O)NCCc4ccccc4)cc3o2)cc1 | 3% | -9% | x | -10% | x | -14% | x | -6%
NNC(=O)c1nc(-c2cccc(-n3cccc3)c2)no1 | 0% | -2% | x | x | -7% | -4% | 11%[10 µM] | -3%
N#C/C(=C\c1cc([N+](=O)[O-])c(N2CCCCC2)cc1N1CCCCC1)c1nn(-c2ccccc2)c(N)c1C#N | 0% | -6% | 0% | u | 15% | -22% | -39%[inhibitor] | 0%
O=C(CN1C(=O)C2C3C=CC(C3)C2C1=O)Nc1ccc(C(=O)O)cc1 (centres undefined) | 9% | -7% | 6% | 3% | -11% | -5% | 16% | -1%

The list is partial (hit frequency here may not be typical).
